KDM5B inh – blocks human KDM5B histone demethylase activity. actives 2.6% (n = 220,000). Q9UGL1. AID 1347165. Potency, µM (series often up to 57.7 µM), inactives show at the top dose activity change, negative = inhibition, usual class: inhibitors. KDM5B demethylase, FDH-coupled NADH fluorescence (FDH is formaldehyde dehydrogenase); active means well fitted inhibition curve with a large enough effect; inconclusive means small, poorly fitted or top-dose-only effect; inactive means no such curve, though single readings can be large or run the other way; further: 0% is about no effect; nearly all actives have a fitted effect of over 70% in size
Target sequence (Q9UGL1 whole entry, looked up): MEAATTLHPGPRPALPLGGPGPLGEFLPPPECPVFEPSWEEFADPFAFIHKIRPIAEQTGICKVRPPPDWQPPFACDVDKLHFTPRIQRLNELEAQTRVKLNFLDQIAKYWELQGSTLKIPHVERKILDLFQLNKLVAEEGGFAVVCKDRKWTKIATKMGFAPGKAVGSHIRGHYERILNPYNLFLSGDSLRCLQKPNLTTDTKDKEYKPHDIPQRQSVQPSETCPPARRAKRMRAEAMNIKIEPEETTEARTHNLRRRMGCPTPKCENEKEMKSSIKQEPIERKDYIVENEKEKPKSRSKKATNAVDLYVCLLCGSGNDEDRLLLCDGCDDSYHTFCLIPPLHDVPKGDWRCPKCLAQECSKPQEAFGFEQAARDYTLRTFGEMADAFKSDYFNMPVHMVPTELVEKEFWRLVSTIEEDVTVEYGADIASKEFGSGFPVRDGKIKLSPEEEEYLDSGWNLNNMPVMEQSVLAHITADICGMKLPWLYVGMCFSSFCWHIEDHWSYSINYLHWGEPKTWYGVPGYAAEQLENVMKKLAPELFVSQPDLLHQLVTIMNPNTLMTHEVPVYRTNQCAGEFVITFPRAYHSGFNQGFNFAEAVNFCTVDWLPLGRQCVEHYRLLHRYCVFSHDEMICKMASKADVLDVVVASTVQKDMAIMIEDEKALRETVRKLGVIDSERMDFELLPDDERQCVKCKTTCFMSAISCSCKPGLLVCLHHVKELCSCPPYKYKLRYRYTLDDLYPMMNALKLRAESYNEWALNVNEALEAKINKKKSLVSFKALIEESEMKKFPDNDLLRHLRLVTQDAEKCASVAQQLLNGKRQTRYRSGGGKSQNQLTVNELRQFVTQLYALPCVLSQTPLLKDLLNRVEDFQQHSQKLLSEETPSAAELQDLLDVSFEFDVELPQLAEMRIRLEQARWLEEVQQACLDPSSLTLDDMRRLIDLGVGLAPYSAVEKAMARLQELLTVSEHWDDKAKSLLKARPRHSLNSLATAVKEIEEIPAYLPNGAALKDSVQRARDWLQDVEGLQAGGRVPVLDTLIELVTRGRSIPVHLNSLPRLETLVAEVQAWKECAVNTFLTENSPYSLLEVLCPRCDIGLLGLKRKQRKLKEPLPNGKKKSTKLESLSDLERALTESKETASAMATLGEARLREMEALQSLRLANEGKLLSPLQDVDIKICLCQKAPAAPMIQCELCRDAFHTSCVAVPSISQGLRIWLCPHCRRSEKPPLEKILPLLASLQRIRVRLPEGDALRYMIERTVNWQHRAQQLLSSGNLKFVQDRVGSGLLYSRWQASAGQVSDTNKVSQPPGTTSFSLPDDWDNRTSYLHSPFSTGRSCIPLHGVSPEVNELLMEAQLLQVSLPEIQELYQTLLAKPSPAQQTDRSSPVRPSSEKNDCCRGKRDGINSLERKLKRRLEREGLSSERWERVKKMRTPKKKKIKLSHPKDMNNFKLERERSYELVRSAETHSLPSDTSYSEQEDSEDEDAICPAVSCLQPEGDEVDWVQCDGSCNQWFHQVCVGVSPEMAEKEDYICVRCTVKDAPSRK
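Here, H3K4me3 peptide (12.5 µM in substrate mix) is demethylated by KDM5BΔAP, 200 nM final, after 10 min compound exposure. Formaldehyde product is coupled through FDH (0.25 U/mL in mix) to NADH fluorescence; 30-min ΔRFU feeds dose-response curves.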
Active calls of the source: *; ? = inconclusive; [ ] = dose if it differs, or a comment. Potency means the concentration at half of the fitted maximal effect. This is a subset; the hit share may differ from the screen's.

SMILES | KDM5B inh
COCc1nc2nccc(-c3ccc(OC)cc3F)n2n1 | 28µM*
COc1ccc(CNC(=O)CCC(=O)N2CCN(C(C)=O)CC2)cc1 | -2%
CC[C@H]1CN(C(=O)Nc2cccc(C(F)(F)F)c2)CC[C@H]1CC(=O)NCc1cccc2ccccc12 | 10%
CCOC(=O)C(=O)Nc1ccc(OC)cc1 | 19%
CCOc1cc(NC(=O)c2ccco2)c(OCC)cc1NC(=O)c1ccco1 | ?
CCCCCN(CCC(=O)NCc1ccc2c(c1)OCO2)C(=O)c1cc(C)oc1C | ?
Clc1ccccc1-n1nnnc1-c1ccncc1 | 17%
Cc1ccc(C)c(-c2[nH]c3ccccc3c2C=O)c1 | -10%
Cc1ccc2[nH]c(C)c(CC(=O)NCc3ccco3)c2c1 | -5%
CC1(C)C[C@@H]2C[C@@](C)(CN2C(=O)c2coc(COc3ccc4c(c3)OCO4)n2)C1 | 26%
Cc1ccc(NS(=O)(=O)c2ccc3[nH]c4c(c3c2)CCCCCC4)cc1 | ?
CC(C)C[C@H]1NC(=O)[C@@H]2C[C@@H](NC(=O)COCC(=O)O)CCN2C1=O | -12%[86.2 µM]
O=[S+]([O-])(Nc1ccccc1)c1ccc2c(c1)OCCN(Cc1cncnc1)C2 | -28%[86.2 µM]
O=C(c1ccc(C(F)(F)F)cc1)N1CCC2(C1)C(=NC1CCCC1)NC(=O)N2c1cc(F)cc(F)c1 (stereo unspecified) | 9%[115 µM]
COc1cccc(CN2CCC(N3CCCNC3=O)CC2)c1 | -4%[86.2 µM]
Cc1ccc(C(=O)NC2CCC(C)CC2)cc1C (stereo unspecified) | 18%
Cc1sc2ccn(CC(C)C)c(=O)c2c1C(=O)N1CCC(C)CC1 | -38%
CC(Cc1ccc2c(c1)OCO2)CN1CCC(CO)(CN2CCCC2)CC1 (stereo unspecified) | -22%
CN(C)c1ccc(Nc2nc(-c3ccc([N+](=O)[O-])cc3)nc3ccccc23)cc1 | -1%
C[S+](=O)([O-])N1CCC2(C1)OC(=O)Nc1cnccc12 (stereo unspecified) | ?

KDM5B inh, hit marks shown above.
SMILES | KDM5B inh
COCc1nc2nccc(-c3ccc(OC)cc3F)n2n1 | 28µM*

Carrying on.
SMILES | KDM5B inh
CN1C[C@@H](NC(=O)c2ccc(F)cc2)C[C@H]1c1nc(-c2ccc(Cl)cc2)no1 | 4%[86.2 µM]
Fc1cccc(NC(=S)NCCCCc2ccccc2)c1 | 6%
COCC(=O)N1CCCC(c2nc(-c3ccc(C)nn3)no2)C1 (stereo unspecified) | -16%
CCOC(=O)N1CCc2c(sc(NCc3ccc(N(C)C)cc3)c2C(=O)Nc2ccccc2OCC)C1 | ?
CCn1nc(C)c(CN2CCC(C3CCNC3)CC2)c1C (stereo unspecified) | ?
COc1ccc(-c2nc3n(c2C(=O)Nc2cccc(C(F)(F)F)c2)CCS3(=O)=O)cc1 | -29%
CCCCc1nnc(NC(=O)Cc2ccc(S(=O)(=O)N3CCOCC3)s2)s1 | 8%
COc1ccc(C(=O)/C=C/NCc2ccc(F)cc2)cc1OC | -3%
N#Cc1ccc(S(=O)(=O)N2C[C@@H](Oc3cccnc3)C[C@H]2C(=O)N2CCOCC2)cc1 | -16%
N=c1nc(-c2ccccc2)ccn1O | 0%
O=C(NCCCN1CCN(c2ccccc2F)CC1)c1nnc(Cc2ccc(Cl)cc2Cl)o1 | ?
CCC(CC)c1nnc(NC(=O)c2ccc3c(c2)OCO3)s1 | ?
COc1ccc(-c2cc3ccc(OS(=O)(=O)c4ccc(C)cc4)cc3oc2=O)cc1OC | 9%
COC(=O)[C@@H](NC(=O)NCCC1=CCCCC1)C(C)C | 13%
CCOc1ccc(NC(=O)C2CCN(S(=O)(=O)c3c(C)noc3/C=C/c3ccco3)CC2)cc1 | ?
O=C(/C=C/c1ccc(Br)o1)NCc1ccccc1 | ?
Cc1ccc(NC(=O)CCNS(=O)(=O)c2ccc(OC(F)(F)F)cc2)c(O)c1 | 9%
O=C(CCc1ccccc1)N1CCC[C@H]1c1nc(-c2ccccc2Cl)no1 | -15%
O=C1NCCCCCN(C(=O)CCCc2ccccc2)[C@H]2CCC[C@@H]12 | 1%
Cn1nc(C(F)(F)F)c(Br)c1C(=O)Nc1sc2c(c1C#N)CCC2 | 0%

Part of the list above in order of molar mass, largest number first.
SMILES | KDM5B inh
CCOC(=O)N1CCc2c(sc(NCc3ccc(N(C)C)cc3)c2C(=O)Nc2ccccc2OCC)C1 | ?
O=C(NCCCN1CCN(c2ccccc2F)CC1)c1nnc(Cc2ccc(Cl)cc2Cl)o1 | ?
CCOc1ccc(NC(=O)C2CCN(S(=O)(=O)c3c(C)noc3/C=C/c3ccco3)CC2)cc1 | ?
COc1ccc(-c2cc3ccc(OS(=O)(=O)c4ccc(C)cc4)cc3oc2=O)cc1OC | 9%
COc1ccc(-c2nc3n(c2C(=O)Nc2cccc(C(F)(F)F)c2)CCS3(=O)=O)cc1 | -29%
N#Cc1ccc(S(=O)(=O)N2C[C@@H](Oc3cccnc3)C[C@H]2C(=O)N2CCOCC2)cc1 | -16%
Cn1nc(C(F)(F)F)c(Br)c1C(=O)Nc1sc2c(c1C#N)CCC2 | 0%
Cc1ccc(NC(=O)CCNS(=O)(=O)c2ccc(OC(F)(F)F)cc2)c(O)c1 | 9%
CN1C[C@@H](NC(=O)c2ccc(F)cc2)C[C@H]1c1nc(-c2ccc(Cl)cc2)no1 | 4%[86.2 µM]
CCC(CC)c1nnc(NC(=O)c2ccc3c(c2)OCO3)s1 | ?
COCC(=O)N1CCCC(c2nc(-c3ccc(C)nn3)no2)C1 (stereo unspecified) | -16%
COc1ccc(C(=O)/C=C/NCc2ccc(F)cc2)cc1OC | -3%
O=C(/C=C/c1ccc(Br)o1)NCc1ccccc1 | ?
CCn1nc(C)c(CN2CCC(C3CCNC3)CC2)c1C (stereo unspecified) | ?
COC(=O)[C@@H](NC(=O)NCCC1=CCCCC1)C(C)C | 13%

(more compounds)
SMILES | KDM5B inh
CCCCN(C)CCCNC(=O)c1cc(-c2cccs2)nc2ccccc12 | ?
O=C(Nc1ccc(N2CCOCC2)cc1Cl)C1CCN(C(=O)OCc2ccccc2)CC1 | -5%
O=C(Nc1cccc(C(F)(F)F)c1)c1cccc(C(=O)Nc2cccc(C(F)(F)F)c2)c1 | ?
CC(C)C(=O)N1CCCC2(CNS(=O)(=O)c3cccnc3O2)C1 (stereo unspecified) | 10%[149 µM]
Cc1ccc(CC(=O)Nc2ccc(N(C)C)cc2)cc1 | 3%
Cn1c(CN2CCN(c3ccc(NS(C)(=O)=O)cc3)CC2)nc2ccccc21 | 8%
CCC(C(=O)Nc1cccc(C(C)=O)c1)n1c(=O)c(-c2ccccc2NC(C)=O)nc2ccccc21 (stereo unspecified) | -24%
COc1ccc(S(=O)(=O)N2CCN(Cc3ccc4c(c3)OCO4)CC2)cc1OC | ?
O=C(NCc1ccc2c(c1)OCO2)c1noc(-c2ccc(F)cc2)n1 | 8%
CCOC(=O)c1noc2nc(C)n(CC(=O)Nc3ccc(Br)cc3C)c(=O)c12 | -8%
Cc1ncccc1C(=O)N1CCC(N2CC3CC(C2)[C@H]2CCCC(=O)N2C3)CC1 (stereo partly specified) | ?
CCCCCCC1COC(c2ccc(OCC)cc2)OC1 (stereo unspecified) | 20%
Cc1ccc([N+](=O)[O-])cc1NC(=O)CN(c1ccccc1)S(=O)(=O)N(C)C | -28%
COc1ccc(C2Cn3nnc(-c4noc(-c5cccc(OC)c5)n4)c3CO2)cc1 (stereo unspecified) | ?
COc1ccc(NC(=O)CSc2nc3ccc(NC(=O)c4ccccc4F)cc3s2)cc1 | -4%
Cc1ccc(C)c(N2CCN(C(=O)C3CCCN(S(=O)(=O)c4cccc5nsnc45)C3)CC2)c1 (stereo unspecified) | -5%
COc1ccc(C(C)=O)cc1COC(=O)C12CC3CC(CC(C3)C1)C2 | 8%
COc1ccccc1-c1cccc2c3c([nH]c12)[C@@H]1C[C@H]2[C@@H](CN1CC3)[C@H](C)ON2C | ?
O=C(Nc1ccccc1C(=O)N1CCCC1)C1CC(=O)N(c2ccccc2)C1 (stereo unspecified) | -5%
CCOC(=O)C1(Cc2cccc(C(F)(F)F)c2)CCN(Cc2cc(C(C)C)n[nH]2)CC1 | -3%
Cc1ccc2c(c1)c(=O)c1ccccc1n2CCCC(=O)Nc1ccc(F)cc1F | ?
Cc1noc(C)c1S(=O)(=O)NCc1cccnc1N(C)Cc1ccccc1 | ?
CCc1cccc2c(C(=O)COC(=O)CNS(=O)(=O)/C=C/c3ccc(C)cc3)c[nH]c12 | -11%
Cn1c(=O)oc2cc(S(=O)(=O)N3CCC(C(=O)Nc4ccc(F)c(Cl)c4)CC3)ccc21 | 5%
Cc1ccc(-n2nnnc2Sc2nnnn2-c2ccccc2)cc1 | 8%
COc1ccc(CCNC(=O)CN2C(=O)CCSc3ccccc32)c(OC)c1 | 26%
O=C(NCc1ccccc1)c1nc(S(=O)(=O)Cc2ccccc2)ncc1Cl | ?
CCOC(=O)c1[nH]c(C)c(C(=O)OC(C)C(=O)OC)c1C (stereo unspecified) | 10%
CC(C)=C(NC(=O)c1ccccc1)C(=O)NC(Cc1ccccc1)C(=O)O (stereo unspecified) | 19%
COc1ccc(S(=O)(=O)N2CCOC2CNC(=O)C(=O)NCc2ccc(F)cc2)cc1 (stereo unspecified) | -8%
Fc1cccc(F)c1/C=N/NC(=S)Nc1ccc(Cl)c(Cl)c1 | -25%
O=C(NNC(=O)c1ccc(Br)s1)c1csc(N2CCOCC2)n1 | 27%
CC(Oc1ccc(F)c(F)c1)C(=O)NCCC(=O)N(C)C (stereo unspecified) | 11%
CCCn1nc(C(=O)OCn2nnc3ccccc3c2=O)c2ccccc2c1=O | 8%
Cc1noc(C)c1CNCC1(COc2cnccn2)C[C@@H](O)[C@@H](O)C1 (stereo partly specified) | -7%[86.2 µM]
CC(C)CNC(=O)C1(CCO)CCN(c2ncccn2)C1 (stereo unspecified) | 25µM*
CS(=O)(=O)N(Cc1csc(-c2cccs2)n1)C1CCN(C(=O)c2ccccc2)CC1 | ?
CC(C)CN(CCNC(=O)CN1C(=O)CSc2ccc(S(=O)(=O)N3CCOCC3)cc21)CC(C)C | -2%
Cc1ccc(S(=O)(=O)c2nc(-c3ccccc3)oc2N2CCC(C(N)=O)CC2)cc1 | ?
CCCc1ccc(C(=O)/C(C#N)=C\c2cn[nH]c2C(C)(C)C)cc1 | -19%
CCN1c2cc(C(=O)NCc3ccccc3C)ccc2C(=O)N2CCCCCC21 (stereo unspecified) | ?
CC1(C)N=C(SCc2ccccc2Cl)c2ccccc2N1 | ?
COCCN1C(=O)CCc2cc(NC(=O)c3ccc(Br)o3)ccc21 | 14%
CC(=O)C(Sc1nnnn1-c1ccccc1)C(C)=O | -24%
Cn1c(=O)c2c(ncn2CC(=O)N2CCN(c3ccc([N+](=O)[O-])cc3)CC2)n(C)c1=O | -1%
CC(NC(=O)Cc1c(F)cccc1Cl)C(=O)N1CCN(c2ccccn2)CC1 (stereo unspecified) | ?
CCOC(=O)N1CCC(N[C@@H]2CC[C@@H]2NC(=O)CCn2cncn2)CC1 | -12%
O=C(CN1CCOCC1)N1CCNc2cnc(Nc3ccc(-n4ccnc4)cc3)nc2C1 | ?
CCOc1ccc(C(=O)c2oc3ccccc3c2NC(=O)Cc2coc3ccc(CC)cc23)cc1 | 21%
CC(=O)N1CCc2c(sc3c2c(=O)n(-c2cc(Cl)ccc2C)c(=O)n3Cc2ccccc2F)C1 | -19%
Cn1ccnc1CN1CCC2(CC1)OC(=O)N(Cc1ccccc1F)C2(C)c1ccccc1 (stereo unspecified) | -5%
Cc1cccc(C(=O)NNC(=S)NC(=O)c2cccs2)c1 | ?
COc1cc(F)c(-c2nccn2CC(O)c2ccccc2)cc1OC (stereo unspecified) | 7%
CCOC(=O)c1oc2cc(OCC(=O)c3ccccc3)ccc2c(=O)c1-c1ccc2c(c1)OCCO2 | -12%
CCOc1ccccc1C1NC(=O)N(CC(=O)NCc2ccccc2)C2=C1C(=O)OC2 (stereo unspecified) | 20%
COc1ccc(CN2C[C@H]3CN(Cc4ccccc4)CCN3C2=O)cc1 | 9%[86.2 µM]
CCCNC(=O)C1CCN(S(=O)(=O)c2ccc3c(c2)CCCN3C(C)=O)CC1 | 7%
CCOc1ccccc1CN1CCC2(CC1)Cc1ccccc1CNC2=O | 28%[115 µM]
Cc1noc2c(NCc3cnccn3)cc(-c3ccc(Cl)cc3)nc12 | -15%[86.2 µM]
COc1cccc2cc(C(=O)NCc3ccc(C(=O)N4CCCCC4)cc3)c(=O)oc12 | 10%

The listing continues.
SMILES | KDM5B inh
CCOC(=O)C1CCN(C(=O)C2COc3ccccc3O2)CC1 (stereo unspecified) | 21%
CCc1cc2c(CN3CCN(CCO)CC3)cc(=O)oc2cc1O | ?
CSc1cccc(NC(=O)C(c2ccccc2)N2Cc3ccccc3C2=O)c1 (stereo unspecified) | -27%
CC(=O)N1CCN(c2nc3c(s2)CC(C(=O)NCc2ccc(C(C)C)cc2)CC3)CC1 (stereo unspecified) | 10%
Cc1ccc(C(=O)Nc2ccc3oc(-c4ccc(F)cc4)nc3c2)cc1[N+](=O)[O-] | 9%
CCc1ccc(-n2nc(C)c3c(C(=O)N4CCN(c5ccccc5)CC4)cc(C)nc32)cc1 | -7%
COc1ccccc1C(=O)Oc1ccc(NC(=O)Cc2nn(C)c(=O)c3ccccc23)cc1 | 5%
COc1ccc(C2C(C(=O)Nc3cccnc3)=C(C)Nc3nc(-c4ccccc4)nn32)cc1OC (stereo unspecified) | -3%
Cc1nn2c(c1-c1cccnc1N1CCOCC1)N(C(=O)C(C)C)CCC2 | ?
Cn1cnc(S(=O)(=O)N2CCCC(Cn3c(C4CC4)nc4cccnc43)C2)c1 (stereo unspecified) | -11%
COc1cc(SC)ccc1C(=O)Nc1ccc(S(=O)(=O)Nc2nccc(C)n2)cc1 | -6%
O=C(NCc1ccccc1Cl)c1cc2ccccc2oc1=O | 5%
CC(=O)Nc1ccccc1SCc1cc(=O)n2cc(C)sc2n1 | -10%

Screens: PubChem, National Center for Advancing Translational Sciences (NCATS)
